High-throughput results as filed in PubChem.
FEN1 inh: human FEN1 inhibition; Recombinant FEN1 flap cleavage, fluorescence, 15 min; Potency, µM (top dose mostly 114 µM), for inactives: at the top dose activity change, negative = inhibition, most hits filed as inhibitors; P39748; 390,000 tested, 0.35% active; note: nearly all actives have a fitted effect of over 65% in size
Target sequence (P39748 whole entry, looked up): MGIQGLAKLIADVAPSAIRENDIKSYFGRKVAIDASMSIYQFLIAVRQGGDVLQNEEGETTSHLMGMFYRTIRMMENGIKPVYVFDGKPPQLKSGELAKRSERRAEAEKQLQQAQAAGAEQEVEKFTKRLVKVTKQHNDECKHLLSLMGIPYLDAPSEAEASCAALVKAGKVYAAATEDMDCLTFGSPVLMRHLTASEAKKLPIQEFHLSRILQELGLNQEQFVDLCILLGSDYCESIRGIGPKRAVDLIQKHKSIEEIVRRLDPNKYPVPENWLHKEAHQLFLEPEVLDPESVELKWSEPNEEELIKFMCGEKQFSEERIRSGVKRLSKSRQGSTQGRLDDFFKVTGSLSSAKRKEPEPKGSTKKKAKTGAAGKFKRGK
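Recombinant FEN1 (10 nM) was preincubated with pin-transferred compounds for 15 min at room temperature, then flap DNA substrate (50 nM final) was added. Plates were read at 0 and 15 min, and normalized concentration–response data were fitted to a four-parameter Hill equation.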
N370S GC mod: inhibitors or activators of N370S glucocerebrosidase for Gaucher disease; Potency, µM (doses to about 59.4 µM), for the others: at the top dose activity change, negative = inhibition, most hits filed as inhibitors; 330,000 tested, 0.092% active; N370S GC spleen homogenate, 4MU-glucoside fluorescence;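 note: 0% = full enzyme activity and -100% = no enzyme basal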
TDP1 cell CPT: DT40-hTDP1 cell growth loss with CPT; chicken DT40 Tdp1-/-;hTDP1 cells + 20 nM CPT, ATP luminescence, 48 h; Potency, µM (titrated, usually from 46.2 µM), inactives show at the top dose activity change, negative = growth inhibition, usual class: inhibitors; 420,000 tested, 12% active; note: nearly all actives have a fitted effect of over 55% in size
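Chicken DT40 Tdp1-/- cells stably complemented with human TDP1 were seeded at 400 cells/well in medium containing 20 nM camptothecin, exposed to pin-transferred compounds, and grown at 37 °C for at least 48 hr. Viability was read as ATP luminescence.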
An asterisk follows results filed as active. Calls come from the whole dose curve; as a rule, active = well fitted curve in the direction sought with a large enough effect; inconclusive = small, poorly fitted or top-dose-only effect, or another doubt; inactive = no such curve, though single readings can be large; an effect the other way counts as inactive or inconclusive. Unless noted, % is set by controls: 0 for no effect and ±100 for the full control effect; potency is the fitted concentration of half-maximal effect. Not all compounds are listed, so the mix of outcomes need not match the whole.

For COc1ccc(-n2nc(C(=O)N3CCN(c4cccc(C)c4)C(C)C3)c3c4ccccc4n(C)c3c2=O)cc1 (stereo unspecified) the results were FEN1 inh -8.2% and TDP1 cell CPT -10.7%.
Screening CC(C)(C)OC(=O)NCCc1nnc(SCc2ccccc2)o1 returned FEN1 inh -6.7%, N370S GC mod -3.2% and TDP1 cell CPT inconclusive.
For O=C(NC1CCCCC1)c1cc(S(=O)(=O)N2CCOCC2)ccc1Cl the results were FEN1 inh 0.1%, N370S GC mod -0.7% and TDP1 cell CPT -22.7%.
Screening CCN(C(=O)CSc1nnc(-c2ccccc2Cl)n1C1CCCC1)C1CCS(=O)(=O)C1 (stereo unspecified) returned FEN1 inh -0.9%, N370S GC mod -10.4% and TDP1 cell CPT inconclusive.
For Cc1cccc(C)c1OCC(O)CNC(C)C (stereo unspecified) the results were FEN1 inh -4.0%, N370S GC mod 14.5% and TDP1 cell CPT -1.3%.
`O=C(COC(=O)COc1ccccc1[N+](=O)[O-])NC1CCCC1` gave FEN1 inh 1.9%, N370S GC mod -3.9% and TDP1 cell CPT -12.9%.
CCCCNC(=O)[C@@H]1CC=C[C@@H]2CCN(Cc3ccc(OC)c(OC)c3)C(=O)[C@@H]21 was read as FEN1 inh 8.4% and TDP1 cell CPT inconclusive.
For CNC(=O)C1CCC(Cn2c(=O)c3sccc3n(CC(=O)NCc3ccc(OC)cc3)c2=O)CC1 (stereo unspecified) the results were FEN1 inh 29.6% and TDP1 cell CPT -19.6%.
For CSc1nc2nc(-c3ccccc3)cc(C(F)(F)F)n2n1 the results were FEN1 inh 2.1%, N370S GC mod 13.2% and TDP1 cell CPT inconclusive.
Screening Cc1c(OCC(=O)NCCCN2CCOCC2)ccc2c(-c3ccccc3)cc(=O)oc12 returned FEN1 inh -1.6%, N370S GC mod inconclusive and TDP1 cell CPT -22.0%.
Screening CCOC(=O)C(/C(C)=N/NC(=O)C1CC1c1ccccc1)C(C)C (stereo unspecified) returned FEN1 inh -1.1%, N370S GC mod 4.4% and TDP1 cell CPT -6.5%.
`Cc1cc(C)cc(NC(=O)c2ccc(S(=O)(=O)C(F)F)cc2)c1` gave FEN1 inh -15.8%, N370S GC mod 10.1% and TDP1 cell CPT 2.8%.
CCOC(=O)c1sc2nc3c(cc2c1N)C(=O)CC(C)(C)C3 was read as FEN1 inh 2.4%, N370S GC mod -19.1% and TDP1 cell CPT -11.4%.
For Cc1ccccc1/C(N)=N/OC(=O)/C=C/c1ccccc1 the results were FEN1 inh -13.4%, N370S GC mod 2.3% and TDP1 cell CPT -21.2%.
CCc1nn(C(C)C(=O)N2CCN(Cc3ccccc3)CC2)c(=O)c2cc3occc3n12 (stereo unspecified) was read as FEN1 inh 1.2%, N370S GC mod -5.8% and TDP1 cell CPT inconclusive.
Screening Cc1ccc(S(=O)(=O)N2CCN(CCNC(=O)C(=O)Nc3ccc(F)cc3)CC2)cc1 returned FEN1 inh 6.3%, N370S GC mod -13.5% and TDP1 cell CPT 0.6%.
Screening Cc1cc(NC(=O)CSc2nnc(-c3ccccc3C)n2C)no1 returned FEN1 inh 9.2% and TDP1 cell CPT 6.1%.
O=C(C1CC1)N1N=C(c2ccncc2)CC1(O)C(F)(F)F (stereo unspecified) was read as FEN1 inh 0.7%, N370S GC mod 0.6% and TDP1 cell CPT 1.7%.
`CCN(CC)CCSc1nnc2c3cc(F)ccc3n(Cc3ccccc3)c2n1` gave FEN1 inh -1.0%, N370S GC mod -5.0% and TDP1 cell CPT inconclusive.
`O=C(NCc1cccnc1)Nc1cccc(NC(=O)NCc2cccnc2)c1` gave FEN1 inh -13.0%, N370S GC mod 4.8% and TDP1 cell CPT -0.6%.
N#Cc1nc(-c2ccccc2F)oc1NCCc1ccccn1 was read as FEN1 inh -4.6%, N370S GC mod 17.1% and TDP1 cell CPT -27.7%.
For Cc1ccc(C)c(S(=O)(=O)N2CCCC2CNC(=O)C(=O)NCC2CCCO2)c1 (stereo unspecified) the results were FEN1 inh 15.1%, N370S GC mod -2.3% and TDP1 cell CPT 29.3%.
For CC(Oc1ccccc1F)C(=O)NNC(=O)CCS(=O)(=O)c1ccccc1Cl (stereo unspecified) the results were FEN1 inh 9.3%, N370S GC mod -1.3% and TDP1 cell CPT 2.4%.
Screening Cc1ccc(-n2c(C)cc(/C=C3\NC(=O)NC3=O)c2C)c(C)c1 returned FEN1 inh 3.1%, N370S GC mod -13.9% and TDP1 cell CPT inconclusive.
Nc1cccc2c1C(=O)N(C(=O)c1cccc(S(=O)(=O)N3CCCCCC3)c1)C2=O was read as FEN1 inh -6.4%, N370S GC mod 20.5% and TDP1 cell CPT -14.3%.
`CCOc1ccc2nc(C)cc(C(=O)O)c2c1` gave FEN1 inh -5.5%, N370S GC mod 9.4% and TDP1 cell CPT -11.1%.
O=C(Nc1ccc(Cl)c(Cl)c1)NC1CCS(=O)(=O)C1 (stereo unspecified) was read as FEN1 inh 2.7%, N370S GC mod -14.2% and TDP1 cell CPT -5.2%.
For CNc1cc(CSC)nc(SCc2ccc(Cl)c(Cl)c2)n1 the results were FEN1 inh -29.1%, N370S GC mod 7.5% and TDP1 cell CPT inconclusive.
For Cc1cc(=O)oc2c(CN3CCCCC3)c(O)ccc12 the results were FEN1 inh 2.6% and TDP1 cell CPT -5.3%.
`Cc1cccc(CN2C(=O)c3ccccc3S(=O)(=O)c3ccc(C(=O)N4CCN(c5cc(C)ccc5C)CC4)cc32)c1` gave FEN1 inh 7.9% and TDP1 cell CPT -21.2%.

Fetched one by one from the entries so far, 5 records:
`Cc1cccc(CN2C(=O)c3ccccc3S(=O)(=O)c3ccc(C(=O)N4CCN(c5cc(C)ccc5C)CC4)cc32)c1` gave FEN1 inh 7.9% and TDP1 cell CPT -21.2%.
`CCN(CC)CCSc1nnc2c3cc(F)ccc3n(Cc3ccccc3)c2n1` gave FEN1 inh -1.0%, N370S GC mod -5.0% and TDP1 cell CPT inconclusive.
For CC(Oc1ccccc1F)C(=O)NNC(=O)CCS(=O)(=O)c1ccccc1Cl (stereo unspecified) the results were FEN1 inh 9.3%, N370S GC mod -1.3% and TDP1 cell CPT 2.4%.
O=C(Nc1ccc(Cl)c(Cl)c1)NC1CCS(=O)(=O)C1 (stereo unspecified) was read as FEN1 inh 2.7%, N370S GC mod -14.2% and TDP1 cell CPT -5.2%.
`O=C(NCc1cccnc1)Nc1cccc(NC(=O)NCc2cccnc2)c1` gave FEN1 inh -13.0%, N370S GC mod 4.8% and TDP1 cell CPT -0.6%.

3 compounds from above, sorted by length of the SMILES, high to low:
Screening Cc1ccc(-n2c(C)cc(/C=C3\NC(=O)NC3=O)c2C)c(C)c1 returned FEN1 inh 3.1%, N370S GC mod -13.9% and TDP1 cell CPT inconclusive.
`O=C(NCc1cccnc1)Nc1cccc(NC(=O)NCc2cccnc2)c1` gave FEN1 inh -13.0%, N370S GC mod 4.8% and TDP1 cell CPT -0.6%.
`CCOc1ccc2nc(C)cc(C(=O)O)c2c1` gave FEN1 inh -5.5%, N370S GC mod 9.4% and TDP1 cell CPT -11.1%.

New compounds follow
Screening COCCCNC(=O)COc1ccc(Cl)c(C)c1 returned FEN1 inh 5.8%, N370S GC mod 2.6% and TDP1 cell CPT -8.3%.
O=C1C2N=NN(CC(=O)N3N=C(c4cccc5ccccc45)CC3c3ccccc3)C2C(=O)N1c1ccccc1 (stereo unspecified) was read as FEN1 inh 1.1%, N370S GC mod 0.9% and TDP1 cell CPT inconclusive.
COc1ccc(NC(=O)C(c2ccccc2)c2ccccc2)c(OC)c1 was read as FEN1 inh -14.1% and TDP1 cell CPT inconclusive.
Cc1ccc(-c2nc(N)n(C(=O)c3cccnc3)n2)cc1 was read as FEN1 inh -4.5%, N370S GC mod 7.0% and TDP1 cell CPT -19.9%.
Screening COc1ccc2c(c1)CCc1c(C(=O)Nc3c(C)n(C)n(-c4ccccc4)c3=O)noc1-2 returned FEN1 inh -1.3%, N370S GC mod inconclusive and TDP1 cell CPT -5.0%.
C=CCn1c(SCC(=O)Nc2ccc(C(=O)OCC)cc2)nnc1-c1sc(N)nc1C was read as FEN1 inh 0.7%, N370S GC mod -27.5% and TDP1 cell CPT -7.0%.
For COCc1cc(=O)n2c(-c3ccccc3OC)n[nH]c2n1 the results were FEN1 inh 1.6%, N370S GC mod 4.5% and TDP1 cell CPT -6.5%.
O=C(N/N=C1\CCCc2c1[nH]c1ccc(Cl)cc21)c1ccncc1 was read as FEN1 inh 11.7%, N370S GC mod 3.9% and TDP1 cell CPT 11.6µM*.
For CN(CC(=O)NCCc1ccccc1)S(=O)(=O)c1ccc(Br)s1 the results were FEN1 inh -3.0%, N370S GC mod -9.3% and TDP1 cell CPT 3.8%.
Screening C[C@H](NC(=O)C1CCN(S(=O)(=O)c2ccccc2)CC1)C(=O)NCc1cccc(Cl)c1 returned FEN1 inh 7.2%, N370S GC mod 24.8% and TDP1 cell CPT -11.2%.
O=C(c1ccccc1NS(=O)(=O)c1ccccc1[N+](=O)[O-])N1CCOCC1 was read as FEN1 inh 2.2%, N370S GC mod 7.6% and TDP1 cell CPT -7.0%.
For CCN(CC)C(=O)c1sc2c(c1C)c(=O)n(-c1ccc(C)c(C)c1)c(=O)n2Cc1cc(=O)n2c(C)cccc2n1 the results were FEN1 inh -11.7% and TDP1 cell CPT inconclusive.
`COc1ccc(C(=O)NCCCc2ccccc2)cc1OC` gave FEN1 inh 14.5%, N370S GC mod -16.1% and TDP1 cell CPT 0.2%.
CC(NS(C)(=O)=O)C(c1cccs1)N1CCN(Cc2ccccc2)CC1 (stereo unspecified) was read as FEN1 inh -1.7%, N370S GC mod -2.9% and TDP1 cell CPT inconclusive.
`CN(c1ccc(-c2csc(NC(=O)C3CC(=O)N(Cc4ccco4)C3)n2)cc1)S(C)(=O)=O` (stereo unspecified) gave FEN1 inh -13.2% and TDP1 cell CPT inconclusive.
COC(=O)Cc1nnc(NC(=O)C(C)C)s1 was read as FEN1 inh 5.4% and TDP1 cell CPT -5.3%.
`O=C(CN1CCOCC1)N/N=C/c1cc2ccccc2nc1Cl` gave FEN1 inh -1.5%, N370S GC mod -2.3% and TDP1 cell CPT inconclusive.
`CCOc1c(OC)cccc1C(=O)NCC1(c2ccccc2)CCCC1` gave FEN1 inh -24.4%, N370S GC mod 24.6% and TDP1 cell CPT 5.8µM*.
Fc1ccc2nc(N3CCCC3)sc2c1 was read as FEN1 inh 3.0%, N370S GC mod 4.6% and TDP1 cell CPT 6.6%.
`COc1cccc(CCNC(=O)CCc2nnc(-c3cc(C)oc3C)o2)c1` gave FEN1 inh -17.2%, N370S GC mod -5.6% and TDP1 cell CPT -20.3%.
For CC1CN(C=O)CC(C)N1CCN1C(C)CN(C=O)CC1C (stereo unspecified) the results were FEN1 inh -0.7% and TDP1 cell CPT 7.2%.
Screening CCOc1ccc(C(=O)COC(C)=O)cc1 returned FEN1 inh 1.2%, N370S GC mod -2.7% and TDP1 cell CPT -5.0%.
For O=C(Nc1nc2ccc(Cl)cc2s1)c1ccco1 the results were FEN1 inh 0.9%, N370S GC mod 1.7% and TDP1 cell CPT -19.9%.
For CCOC(=O)c1c(C)[nH]c(C(=O)COC(=O)CNC(=O)c2ccc(Br)cc2)c1C the results were FEN1 inh 17.9%, N370S GC mod 9.6% and TDP1 cell CPT -25.8%.
CC(=O)C(Cl)C(=O)Nc1ccccc1 (stereo unspecified) was read as FEN1 inh 10.9%, N370S GC mod -4.2% and TDP1 cell CPT 2.59µM*.
For O=C(c1ccco1)N1CCN=C1SCc1cccnc1 the results were FEN1 inh 0.5%, N370S GC mod 13.6% and TDP1 cell CPT -5.1%.
Screening CCC(=O)Nc1cc2c(cc1C(C)=O)OCCO2 returned FEN1 inh -7.7%, N370S GC mod -16.7% and TDP1 cell CPT -6.5%.
Screening COc1ccc(CNc2ccccc2SC)cc1OC returned FEN1 inh -3.6%, N370S GC mod 13.3% and TDP1 cell CPT inconclusive.
COc1cc(NC(=O)c2ccccc2-n2cnnn2)cc(OC)c1 was read as FEN1 inh 16.6%, N370S GC mod -9.2% and TDP1 cell CPT 0.5%.
Screening Cc1cc(C)cc(C(=O)NCCN2CCOCC2)c1 returned FEN1 inh 0.0%, N370S GC mod -0.4% and TDP1 cell CPT 0.9%.
For Cc1ccc(C)c(Cn2c3ccccc3c3cnn(CC(=O)N4CCCCC4)c(=O)c32)c1 the results were FEN1 inh -0.8% and TDP1 cell CPT inconclusive.
CC(C)C[C@H](NC(=O)OC(C)(C)C)C(=O)N1CCC(C(=O)N[C@@H](Cc2c[nH]c3ccccc23)C(=O)O)CC1 was read as FEN1 inh 9.0%, N370S GC mod -22.5% and TDP1 cell CPT -3.9%.
